NCOA1 inh – human NCOA1 inhibition; hit rate 0.12% among 360,000; HEK293 GAL4-SRC1 luciferase reporter, luminescence; inhibition, % at 3.6 µM; Q15788;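 active = inhibition above the campaign mean plus 3 SD, with each screening campaign given its own cutoff, cut at about 60% in these data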;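 note: 0% = DMSO treated cells and 100% = gossypol at 36 µM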
TRAIL sens C8 – sensitizes caspase-8 expressing cells to TRAIL. hit rate 1% among 360,000. NB7+C8 cells + TRAIL, ATPlite viability luminescence. inhibition (viability loss, TRAIL sensitization), % at 10 µM;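 active = compounds causing at least 50% loss of cell viability in the single-dose screen, relative to plate controls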
NR5A2 inv ag – NR5A2 inverse agonism in reporter assay; AID 602396; hit rate 0.13% among 360,000; HEK293T StAR-luciferase reporter, LRH-1 transfected, 24 h; inhibition, % at 3.6 µM;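 active = inhibition above the mean inhibition of all tested compounds plus 3 SD, cut at about 73% in these data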;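 note: 0% = DMSO wells and 100% = reporter-only cells lacking LRH-1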
CF NFkB inh – blocks PAF-induced NF-kB reporter in cystic fibrosis cells | KKLEB NF-kB-GFP reporter, GFP fluorescence overnight | inhibition, % at 5 µM | hit rate 0.86% among 360,000;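 active = at least 50% inhibition at 5 µM, scaled per plate between neutral and stimulator controls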;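 note: PAF is a Pseudomonas aeruginosa culture filtrate used as stimulus; plate controls were PAF-stimulated DMSO wells for no effect and unstimulated DMSO wells for full effect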
SRC3 inh – inhibitors of human steroid receptor coactivator 3 (SRC3); HEK293 GAL4-SRC3 luciferase reporter, luminescence; hit rate 0.17% among 360,000; Q9Y6Q9; inhibition, % at 3.6 µM;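 active = inhibition above a per-campaign cutoff, the mean of all compounds plus 3 SD, cut at about 60% in these data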;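 note: 0% = DMSO-treated cells and 100% = gossypol-treated cells at 36 µM; higher means less SRC3-driven luciferase light from the GAL4 reporter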
Target sequence (Q9Y6Q9 whole entry, looked up, the tested form may be a part): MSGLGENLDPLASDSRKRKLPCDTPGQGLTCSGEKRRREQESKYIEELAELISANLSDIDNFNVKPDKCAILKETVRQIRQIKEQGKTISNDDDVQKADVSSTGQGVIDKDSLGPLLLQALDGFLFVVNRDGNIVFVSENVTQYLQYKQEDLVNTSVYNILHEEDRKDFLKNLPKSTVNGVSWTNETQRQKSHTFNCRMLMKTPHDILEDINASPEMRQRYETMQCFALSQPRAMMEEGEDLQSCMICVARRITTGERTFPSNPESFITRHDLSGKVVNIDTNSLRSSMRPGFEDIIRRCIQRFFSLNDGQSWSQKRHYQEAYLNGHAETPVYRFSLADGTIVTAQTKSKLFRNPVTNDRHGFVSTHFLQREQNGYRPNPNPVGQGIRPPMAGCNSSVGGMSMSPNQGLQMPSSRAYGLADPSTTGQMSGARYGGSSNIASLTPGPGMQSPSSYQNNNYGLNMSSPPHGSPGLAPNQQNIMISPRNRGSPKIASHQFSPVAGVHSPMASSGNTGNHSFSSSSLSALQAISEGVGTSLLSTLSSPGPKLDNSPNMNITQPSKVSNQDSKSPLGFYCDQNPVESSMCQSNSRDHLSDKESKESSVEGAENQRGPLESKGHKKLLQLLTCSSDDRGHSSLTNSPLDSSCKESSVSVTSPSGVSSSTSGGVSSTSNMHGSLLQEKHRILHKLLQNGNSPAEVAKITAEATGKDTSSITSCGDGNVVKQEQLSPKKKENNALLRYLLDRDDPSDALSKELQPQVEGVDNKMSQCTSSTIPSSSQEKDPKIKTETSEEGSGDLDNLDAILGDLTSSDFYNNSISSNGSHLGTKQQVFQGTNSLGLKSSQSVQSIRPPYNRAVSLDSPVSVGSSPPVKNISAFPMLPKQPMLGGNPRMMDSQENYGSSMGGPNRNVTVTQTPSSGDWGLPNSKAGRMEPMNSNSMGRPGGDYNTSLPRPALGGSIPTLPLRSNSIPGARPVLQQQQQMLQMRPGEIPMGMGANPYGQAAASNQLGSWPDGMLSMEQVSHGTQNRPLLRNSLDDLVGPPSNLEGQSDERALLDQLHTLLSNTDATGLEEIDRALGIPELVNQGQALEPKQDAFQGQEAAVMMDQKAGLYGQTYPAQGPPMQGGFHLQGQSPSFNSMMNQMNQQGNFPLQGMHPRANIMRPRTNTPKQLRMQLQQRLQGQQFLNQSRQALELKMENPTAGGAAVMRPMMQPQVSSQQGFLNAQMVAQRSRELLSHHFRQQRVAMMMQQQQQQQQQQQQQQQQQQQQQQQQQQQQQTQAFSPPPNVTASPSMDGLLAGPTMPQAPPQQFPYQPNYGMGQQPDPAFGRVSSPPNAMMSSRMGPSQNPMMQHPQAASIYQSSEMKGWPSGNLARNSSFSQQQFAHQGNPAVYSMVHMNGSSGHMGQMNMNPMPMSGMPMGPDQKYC
LMP1 NFkB inh – reduces LMP1-driven NF-kappaB luciferase signal; LMP1-induced NF-kappaB luciferase reporter cells, luminescence; inhibition, % at 12.5 µM; hit rate 0.69% among 350,000; in the data active = inhibition above about 41%; inconclusive = no clear call, values can overlap the other calls;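 note: 0% = neutral control wells and 100% = reference inhibitor control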
Shn3 3UTR inh – reduces Shn3 3'UTR luciferase signal in osteoblasts; Clone20 osteoblast Shn3 3'UTR firefly luciferase, 24 h; inhibition, % at 12.5 µM; hit rate 0.52% among 360,000; AID 588674;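 active = mean inhibition of at least 75% with every replicate also reaching 75%; inconclusive = mean inhibition at least 75% but some replicate below; inactive = mean inhibition below 75%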;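 note: 0% = median of neutral control wells and 100% = pilot-screen positive control compound; some compounds past the cut are filed as inactive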
TROY signal inh – TROY signaling inhibition | Q293 LMP1-TROYcd NF-kB luciferase reporter, 4 h | inhibition, % at 10 µM | hit rate 0.98% among 360,000;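 active = compounds whose plate-normalised and pattern-corrected inhibition of the luciferase reporter signal at the single screening dose is 50% or more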
NR2F2 inh – NR2F2 (human) inhibition, primary screen; P24468; HEK293T NGFI-A luciferase reporter, luminescence; inhibition, % at 8.6 µM; hit rate 0.7% among 370,000;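 active = inhibition above a per-plate cutoff, mean inhibition of test wells between control levels plus 3 SD, cut at about 38% in these data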;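 note: cells cotransfected with COUP-TFII expression vector driving the NGFI-A reporter; 0% = median of COUP-TF2 test wells and 100% = reporter-only cells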
TWEAK Fn14 block – blocks TWEAK-Fn14 interaction in a reporter cell assay | inhibition, % at 10 µM | hit rate 2% among 360,000 | TWEAK-stimulated Fn14 reporter cells, luciferase luminescence, 8 h | AID 1159606; in the data active = inhibition above about 50%
KKLEB cytotox – reduces viability of KKLEB cystic fibrosis airway cells; hit rate 0.36% among 360,000; activity change (cytotoxicity), % at 5 µM; KKLEB CF airway cells viability, ATPlite luminescence, overnight; stronger effect = lower value; cells stimulated with P. aeruginosa culture filtrate;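 active = corrected activity change at or below -50% at 5 µM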
* marks the source's active call; other numbers are inactive results. An excerpt; count on the stated rates, not on these rows.

For CCOc1ccccc1NC(=O)CSc1nc(N)c(C#N)cc1C#N the results were NCOA1 inh -4, TRAIL sens C8 7, NR5A2 inv ag -7, CF NFkB inh 19, SRC3 inh 5, LMP1 NFkB inh 8, Shn3 3UTR inh 3, TROY signal inh -8, NR2F2 inh -12, TWEAK Fn14 block -2 and KKLEB cytotox -10.
For CCCCCCC(=O)Oc1ccc(N2C(=O)CCC2=O)cc1 the results were NCOA1 inh -6, TRAIL sens C8 -3, NR5A2 inv ag -7, CF NFkB inh -14, SRC3 inh 9, LMP1 NFkB inh -9, Shn3 3UTR inh 4, TROY signal inh 10, NR2F2 inh 19, TWEAK Fn14 block 9 and KKLEB cytotox 11.
For CCn1c(CNC(=O)c2cccc(C)c2)nnc1SCC(=O)Nc1cccc(OC)c1 the results were NCOA1 inh -11, TRAIL sens C8 7, NR5A2 inv ag 7, CF NFkB inh -9, SRC3 inh -5, LMP1 NFkB inh -9, Shn3 3UTR inh 0, TROY signal inh -6, NR2F2 inh 0, TWEAK Fn14 block -10 and KKLEB cytotox 8.
CCNC(=S)NNC(=O)c1cc(Br)cs1 was read as NCOA1 inh -14, TRAIL sens C8 -6, NR5A2 inv ag -25, CF NFkB inh -9, SRC3 inh 11, LMP1 NFkB inh -1, Shn3 3UTR inh -28, TROY signal inh -5, NR2F2 inh -13, TWEAK Fn14 block -2 and KKLEB cytotox 6.
Cc1ccc(S(=O)(=O)N2Cc3ccccc3CC2C(N)=O)cc1 (stereo unspecified) was read as NCOA1 inh -3, TRAIL sens C8 -23, NR5A2 inv ag 23, CF NFkB inh 24, SRC3 inh -7, LMP1 NFkB inh 16, Shn3 3UTR inh -28, TROY signal inh 9, NR2F2 inh -8, TWEAK Fn14 block -16 and KKLEB cytotox 1.
For COc1cccc2sc3cc(NCc4ccc5c(c4)OCO5)ccc3c(=O)c12 the results were NCOA1 inh -45, TRAIL sens C8 11, NR5A2 inv ag -67, CF NFkB inh -24, SRC3 inh -58, LMP1 NFkB inh -1, Shn3 3UTR inh -31, TROY signal inh -91, NR2F2 inh -33, TWEAK Fn14 block -91 and KKLEB cytotox -19.
Screening O=C(c1cccc(S(=O)(=O)Nc2ccc(F)cc2)c1)N1CCCC1 returned NCOA1 inh -7, TRAIL sens C8 10, NR5A2 inv ag 1, CF NFkB inh 3, SRC3 inh 9, LMP1 NFkB inh 1, Shn3 3UTR inh 70, TROY signal inh -17, NR2F2 inh -5, TWEAK Fn14 block -6 and KKLEB cytotox 24.
COc1cc(/C=C/C(=O)OCC(=O)N2CCCCCC2)cc(OC)c1OC was read as NCOA1 inh -7, TRAIL sens C8 12, NR5A2 inv ag 4, CF NFkB inh -25, SRC3 inh 0, LMP1 NFkB inh 0, Shn3 3UTR inh 4, TROY signal inh 4, NR2F2 inh -5, TWEAK Fn14 block 5 and KKLEB cytotox 18.
Screening C/C(=N\O)c1ccccc1C(=O)O returned NCOA1 inh -11, TRAIL sens C8 -14, NR5A2 inv ag 0, CF NFkB inh -2, SRC3 inh 10, LMP1 NFkB inh -6, Shn3 3UTR inh -8, TROY signal inh -27, NR2F2 inh 8, TWEAK Fn14 block 9 and KKLEB cytotox 1.
`CCN(CC)CCC(c1cc(OC)c(OC)c(OC)c1)c1c(OC)cc(OC)c2ccc(=O)oc12` (stereo unspecified) gave NCOA1 inh -7, TRAIL sens C8 -1, NR5A2 inv ag 6, CF NFkB inh 0, SRC3 inh -21, LMP1 NFkB inh -6, Shn3 3UTR inh -18, TROY signal inh -9, NR2F2 inh -6, TWEAK Fn14 block 0 and KKLEB cytotox 6.
For CCCNC(=O)Cn1c(=O)/c(=C/c2ccc(-c3cccc([N+](=O)[O-])c3)o2)s/c1=C\C(=O)C(C)(C)C the results were NCOA1 inh -1, TRAIL sens C8 0, NR5A2 inv ag -5, CF NFkB inh -71, SRC3 inh 4, LMP1 NFkB inh 24, Shn3 3UTR inh 18, TROY signal inh -8, NR2F2 inh 3, TWEAK Fn14 block -14 and KKLEB cytotox 6.
Screening COc1ccc([C@H]2C[C@@H](O)[C@H](n3cc(-c4ccc(F)cc4)nn3)CN2CC2CCCCC2)cc1 returned NCOA1 inh 10, TRAIL sens C8 -2, NR5A2 inv ag -13, CF NFkB inh 2, SRC3 inh -16, LMP1 NFkB inh -9, Shn3 3UTR inh 24, TROY signal inh 5, NR2F2 inh -3, TWEAK Fn14 block -21 and KKLEB cytotox 8.
For CCOC(=O)COc1ccc(S(=O)(=O)NC2CC2)cc1 the results were NCOA1 inh -27, TRAIL sens C8 5, NR5A2 inv ag 11, CF NFkB inh -4, SRC3 inh -1, LMP1 NFkB inh 3, Shn3 3UTR inh -4, TROY signal inh 35, NR2F2 inh -12, TWEAK Fn14 block 0 and KKLEB cytotox 0.
C/C(=N\NC(=O)c1nnn(-c2nonc2N)c1C)c1ccc(OCc2ccccc2)cc1 was read as NCOA1 inh -42, TRAIL sens C8 9, NR5A2 inv ag -66, CF NFkB inh -15, SRC3 inh -91, LMP1 NFkB inh -4, Shn3 3UTR inh -52, TROY signal inh -23, NR2F2 inh -23, TWEAK Fn14 block -55 and KKLEB cytotox 3.
For CCN1CCC(C(=O)NC(c2ccc(F)cc2)c2ncccc2C)CC1 (stereo unspecified) the results were NCOA1 inh -3, TRAIL sens C8 -6, NR5A2 inv ag -17, CF NFkB inh 6, SRC3 inh -23, Shn3 3UTR inh -3, TROY signal inh -25, NR2F2 inh 10, TWEAK Fn14 block -8 and KKLEB cytotox 4.
For CCc1cccc(C)c1NC(=O)CCNC(=O)c1cccc(C)c1 the results were NCOA1 inh -14, TRAIL sens C8 -4, NR5A2 inv ag 18, CF NFkB inh -9, SRC3 inh 10, LMP1 NFkB inh 1, Shn3 3UTR inh -5, TROY signal inh 5, NR2F2 inh -2, TWEAK Fn14 block 17 and KKLEB cytotox -1.
CCN1CCN(CCNC(=O)CCCn2nc(C)c3c(C)n(-c4ccc(C)cc4)nc3c2=O)CC1 was read as NCOA1 inh 1, TRAIL sens C8 1, NR5A2 inv ag -8, CF NFkB inh 8, SRC3 inh -2, LMP1 NFkB inh 0, Shn3 3UTR inh -11, TROY signal inh 20, NR2F2 inh -4, TWEAK Fn14 block 2 and KKLEB cytotox 3.
`O=C(CN(CC1CCCO1)C(=O)CNS(=O)(=O)c1ccc(Cl)cc1)NC1CCCCC1` (stereo unspecified) gave NCOA1 inh 3, TRAIL sens C8 5, NR5A2 inv ag 3, CF NFkB inh -4, SRC3 inh 16, LMP1 NFkB inh -3, Shn3 3UTR inh 18, TROY signal inh -8, NR2F2 inh 15, TWEAK Fn14 block 4 and KKLEB cytotox 6.
Screening CCCC[C@@H]1CN=C(N)N1CCCC returned NCOA1 inh -7, TRAIL sens C8 -9, NR5A2 inv ag 21, CF NFkB inh 2, SRC3 inh -5, LMP1 NFkB inh 6, Shn3 3UTR inh 1, TROY signal inh -18, NR2F2 inh 14, TWEAK Fn14 block 2 and KKLEB cytotox -2.
Screening Cc1ccccc1/C=C\c1nc(O)c([N+](=O)[O-])c(=O)[nH]1 returned NCOA1 inh -8, TRAIL sens C8 21, NR5A2 inv ag -10, CF NFkB inh 5, SRC3 inh 2, LMP1 NFkB inh -7, Shn3 3UTR inh 15, TROY signal inh 11, NR2F2 inh -6, TWEAK Fn14 block 0 and KKLEB cytotox 3.

Brought forward from above: three compounds, then new ones.
`O=C(CN(CC1CCCO1)C(=O)CNS(=O)(=O)c1ccc(Cl)cc1)NC1CCCCC1` (stereo unspecified) gave NCOA1 inh 3, TRAIL sens C8 5, NR5A2 inv ag 3, CF NFkB inh -4, SRC3 inh 16, LMP1 NFkB inh -3, Shn3 3UTR inh 18, TROY signal inh -8, NR2F2 inh 15, TWEAK Fn14 block 4 and KKLEB cytotox 6.
Screening CCCC[C@@H]1CN=C(N)N1CCCC returned NCOA1 inh -7, TRAIL sens C8 -9, NR5A2 inv ag 21, CF NFkB inh 2, SRC3 inh -5, LMP1 NFkB inh 6, Shn3 3UTR inh 1, TROY signal inh -18, NR2F2 inh 14, TWEAK Fn14 block 2 and KKLEB cytotox -2.
Screening Cc1ccccc1/C=C\c1nc(O)c([N+](=O)[O-])c(=O)[nH]1 returned NCOA1 inh -8, TRAIL sens C8 21, NR5A2 inv ag -10, CF NFkB inh 5, SRC3 inh 2, LMP1 NFkB inh -7, Shn3 3UTR inh 15, TROY signal inh 11, NR2F2 inh -6, TWEAK Fn14 block 0 and KKLEB cytotox 3.
CCCCN1C(=O)N(C)C2NC(=O)NC21 (stereo unspecified) was read as NCOA1 inh -10, TRAIL sens C8 -3, NR5A2 inv ag 2, CF NFkB inh -5, SRC3 inh 7, LMP1 NFkB inh -4, Shn3 3UTR inh -20, TROY signal inh 0, NR2F2 inh 11, TWEAK Fn14 block 16 and KKLEB cytotox 8.
`Cc1nc(SCC(=O)Nc2nccs2)c(C#N)c(C)c1C` gave NCOA1 inh 7, TRAIL sens C8 80*, NR5A2 inv ag -11, CF NFkB inh -12, SRC3 inh 16, LMP1 NFkB inh inconclusive, Shn3 3UTR inh 19, TROY signal inh 73*, NR2F2 inh 26, TWEAK Fn14 block 76* and KKLEB cytotox -32.
`COc1ccc(-c2cn(-c3ccccc3)nc2CO)cc1` gave NCOA1 inh -62, TRAIL sens C8 0, NR5A2 inv ag -30, CF NFkB inh 2, SRC3 inh -44, LMP1 NFkB inh 0, Shn3 3UTR inh -29, TROY signal inh -59, NR2F2 inh -7, TWEAK Fn14 block -18 and KKLEB cytotox 8.
CCOC(=O)N1CCN(c2nc(-c3ccccc3)c3ccccc3n2)CC1 was read as NCOA1 inh -8, TRAIL sens C8 -3, NR5A2 inv ag -7, CF NFkB inh 20, SRC3 inh 6, LMP1 NFkB inh 9, Shn3 3UTR inh 12, TROY signal inh 31, TWEAK Fn14 block 0 and KKLEB cytotox 0.
For Cc1cccc(C)c1NC(=O)C/C(N)=N/O the results were NCOA1 inh -7, TRAIL sens C8 -8, NR5A2 inv ag 5, CF NFkB inh 6, SRC3 inh 3, LMP1 NFkB inh 0, Shn3 3UTR inh -9, TROY signal inh 12, NR2F2 inh -31, TWEAK Fn14 block 5 and KKLEB cytotox -6.
Screening CCN(C(=O)CSc1nnc(-c2cccs2)o1)C1CCS(=O)(=O)C1 (stereo unspecified) returned NCOA1 inh -30, TRAIL sens C8 2, NR5A2 inv ag -6, CF NFkB inh -17, SRC3 inh -7, LMP1 NFkB inh -6, Shn3 3UTR inh 2, TROY signal inh -14, NR2F2 inh -21, TWEAK Fn14 block 11 and KKLEB cytotox 6.
`Cc1ccc(CNC(=O)c2ccc(Cl)cc2[N+](=O)[O-])cc1` gave NCOA1 inh -15, TRAIL sens C8 11, NR5A2 inv ag 0, CF NFkB inh 4, SRC3 inh 1, LMP1 NFkB inh -10, Shn3 3UTR inh 9, TROY signal inh -5, NR2F2 inh -12, TWEAK Fn14 block -18 and KKLEB cytotox 6.
